Source: PubChem (several laboratories)
M5 ag – agonists of human muscarinic M5 receptor (CHRM5); P08912; CHO-K1 hM5 cells, Fluo-8 calcium fluorescence; 0% DMSO wells, 100% maximal acetylcholine response; activation, % at 3 µM; 0.19% of 360,000 active; AID 624037;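 active = activation above the run's mean over test compounds plus 3 SD, cut at about 23% in these data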;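 also: signal is peak over basal fluorescence ratio across the kinetic read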
Target sequence (P08912 whole entry, looked up): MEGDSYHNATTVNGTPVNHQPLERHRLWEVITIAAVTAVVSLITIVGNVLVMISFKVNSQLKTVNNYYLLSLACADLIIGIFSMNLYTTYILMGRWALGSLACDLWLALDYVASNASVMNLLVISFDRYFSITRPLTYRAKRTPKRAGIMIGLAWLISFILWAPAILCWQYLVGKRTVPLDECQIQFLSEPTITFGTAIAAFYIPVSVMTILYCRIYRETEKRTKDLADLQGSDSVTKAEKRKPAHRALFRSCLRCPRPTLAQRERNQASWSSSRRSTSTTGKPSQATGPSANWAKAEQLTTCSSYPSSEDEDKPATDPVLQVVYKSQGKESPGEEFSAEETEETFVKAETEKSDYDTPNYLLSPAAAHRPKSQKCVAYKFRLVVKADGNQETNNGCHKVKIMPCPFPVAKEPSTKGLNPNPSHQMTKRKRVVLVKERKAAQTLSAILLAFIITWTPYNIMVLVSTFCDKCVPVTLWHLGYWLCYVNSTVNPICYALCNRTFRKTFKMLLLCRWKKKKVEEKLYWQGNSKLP
M5 PAM – positive allosteric modulators of human muscarinic M5 receptor; 0.3% of 360,000 active; CHO-K1 hM5, Fluo-8 calcium, ACh EC20 PAM; 0% = ACh EC20, 100% = ACh EC100; AID 624038; P08912; activation, % at 3 µM;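 active = activation above the run cutoff, the mean activation of all test compounds plus 3 SD, cut at about 18% in these data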
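system = human M5 receptor in CHO-K1 cells | compound = one concentration, 3 µM final (nominal) | schedule = Post-acetylcholine fluorescence recording 140 s | signal = Fluo-8 calcium dye fluorescence, kinetic read | benchmarks = low control EC20 acetylcholine (0%), high control EC100 acetylcholine (100%) | repeats = singlicate, one well per test compound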
M1 antag – human CHRM1 antagonism. inhibition, % at 3 µM. 1.3% of 360,000 active. CHO-K1 hM1, Fluo-8 calcium fluorescence, ACh EC80 antagonist. AID 588852. P11229;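 active = percent inhibition above its own plate's cutoff, namely the mean of that plate's compound wells plus 3 SD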;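 also: peak over basal fluorescence ratio during 140 s after agonist addition; 0% = ACh EC80 plus DMSO and 100% = DMSO alone without agonist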
CRFR2-BP ag – agonists of human CRF-binding protein/CRF-R2 receptor complex; HEK293 CRF-R2/CRF-BP, calcium dye fluorescence (FLIPR); percent of saturating CRF peptide response; activation, % at 13.2 µM; 0.46% of 350,000 active;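 active = activation of at least 50%, plus an integration ratio under a set limit after plate pattern correction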;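 also: plate controls were neutral control wells without compound for no effect and CRF at EC100 for full effect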
CHRM4 antagonist – antagonists of human muscarinic M4 receptor (CHRM4). CHO-hM4 cells, ACh EC80, Fluo-8 calcium fluorescence. AID 624125. inhibition, % at 3 µM. 0.73% of 360,000 active;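 active = inhibition above its plate's cutoff, the mean inhibition of sample wells plus 3 SD, cut at about 27% in these data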;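 also: 0% = acetylcholine EC80 with DMSO and 100% = DMSO without agonist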
M4 PAM – CHRM4 positive allosteric modulation; P08173; CHO-K1 hM4/Gqi5, Fluo-8 calcium fluorescence, ACh EC20; 0% = ACh EC20, 100% = maximal ACh; activation, % at 3 µM; 0.4% of 360,000 active; AID 624126;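 active = activation above its plate's cutoff, the mean activation of sample wells plus 3 SD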; also: some results filed as inactive read as strong as hits
CHRM1 PAM – potentiates human M1 receptor response to acetylcholine | P11229 | CHO-K1 hM1, Fluo-8 calcium fluorescence, ACh EC20; 0% = ACh EC20, 100% = maximal ACh | activation, % at 3 µM | 0.088% of 360,000 active; in the data active = activation above about 19%, passing the limit was not always enough
CHRM4 agonist – agonists of human muscarinic M4 receptor (CHRM4). P08173. CHO-K1 hM4/Gqi5, Fluo-8 calcium fluorescence; vehicle 0%, full acetylcholine response 100%. activation, % at 3 µM. 0.14% of 360,000 active;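 active = activation above the run mean over all test wells plus 3 SD, cut at about 32% in these data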;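 also: peak over basal fluorescence ratio per well then scaled between controls; 0% = DMSO wells and 100% = acetylcholine at EC100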
CHRM5 antagonist – antagonists of human muscarinic M5 receptor (CHRM5); AID 624040; 0.59% of 360,000 active; CHO-hM5 cells, Fluo-8 calcium fluorescence, ACh EC80; inhibition, % at 3 µM;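 active = inhibition above a per-plate cutoff, the mean of that plate's test compounds plus 3 SD, cut at about 27% in these data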;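 also: 0% = acetylcholine EC80 with DMSO and 100% = DMSO without agonist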
Active calls of the source: *; · = no result given.

The line under a structure holds: M1 antag	M4 PAM	CHRM4 antagonist	CHRM4 agonist	CHRM5 antagonist	M5 PAM	CRFR2-BP ag	CHRM1 PAM	M5 ag
> COc1ccccc1C1NC(=O)NC(C)=C1C(=O)OC1CCCCC1 (centres undefined)
  4	-3	6	-1	1	-5	-0.5	1	1
> COc1ccc(CCNC(=O)C2=CCN(S(=O)(=O)c3ccc(F)cc3)CC2)cc1OC
  -4	3	-12	3	10	0	-2.1	11	0
> COc1ccc(OC)c2c1cc(C(=O)N[C@@H](Cc1ccccc1)C(=O)O)n2C
  -5	-2	5	0	3	4	-1.2	13	1
> COc1cc(NC(=O)c2ccccc2)c(OC)cc1NC(=O)Cc1ccc(Br)cc1
  -18	4	-3	0	6	1	0.6	14	-3
> O=C1NCCCC1C(=O)N/N=C/c1cccc(Cl)c1 (centres undefined)
  -6	1	-12	4	5	-4	0.3	3	1
> COc1ccc2nc(SCC(=O)c3ccco3)[nH]c2c1
  -2	3	2	1	-4	-2	-1.0	4	1
> COc1ccc(OCc2cc(C(=O)N3CCCC(CO)C3)no2)c2ccccc12 (centres undefined)
  -6	0	-10	6	19	-7	-1.3	1	-5
> Cc1ccccc1C(=O)NNC(=O)c1ccc2nc[nH]c2c1
  -14	5	-5	0	6	-6	0.8	9	0
> COc1cc(C(=O)NCC(c2ccco2)N2CCc3ccccc32)cc(OC)c1OC (centres undefined)
  -13	6	-11	2	-6	9	-1.7	7	-1
> c1ccc(-c2nn3nnnc3c3ccccc23)cc1
  8	-3	5	0	2	-2	-2.3	0	0
> CCC(CC)NC(=O)COn1nnc2ccc(S(=O)(=O)N3CCOCC3)cc21
  -7	0	-3	0	2	0	3.4	3	3
> COCCOC(=O)C1=C(C)NC(=O)NC1c1c(Cl)nc2ccccn2c1=O (centres undefined)
  2	10	9	0	-2	1	2.0	3	-1
> CCOc1ccccc1NC(=O)CCCNC(=O)Cn1cnc2sc(C)c(C)c2c1=O
  4	7	-20	3	-6	-1	-1.1	-3	-2
> Cc1cc(C)nc(SCC(=O)N2CCOCC2)n1
  -9	6	-1	1	-1	4	-0.8	9	2
> CCOc1ccc(S(=O)(=O)N2c3ccccc3CC2C)cc1 (centres undefined)
  -1	-5	-10	-3	8	-8	2.2	-7	-6
> COc1ccc(S(=O)(=O)N2CCCCC2)cc1NC(=O)CCNC(=O)c1ccc(Cl)cc1
  -14	2	-7	0	9	3	0.3	18	6
> O=C(CCn1cccc1)Nc1nccs1
  -13	1	3	0	-2	1	1.1	10	-1
> COc1ccc(-c2nnn3c2nc(NCc2ccccc2)c2ccccc23)cc1
  9	-2	-1	1	4	3	4.9	-4	-1
> Cc1cc(S(=O)(=O)N2CCCOC2CNC(=O)C(=O)NCc2ccco2)ccc1F (centres undefined)
  11	1	-2	2	-13	8	-2.6	2	-1
> Cc1ccc(S(=O)(=O)NCCCOC(=O)Nc2ccncc2)cc1
  2	-3	4	5	6	-5	0.8	1	1
> COc1ccccc1-n1cnnc1SCC(=O)Nc1cc(C(C)(C)C)nn1-c1ccccc1
  -30	6	-10	1	-11	14	-0.8	4	-3
> O=C(CC1C(=O)NC2CCCCC2N1C(=O)c1ccc([N+](=O)[O-])cc1)Nc1ccccc1 (centres undefined)
  -8	-13	-5	5	3	-10	-0.8	1	-2
> C/C(=N\NC(=O)c1ccccc1[N+](=O)[O-])c1c(O)cc(C)oc1=O
  -2	8	-20	1	-8	-4	5.7	4	-2
> NC(=O)C1CCCN(CC(=O)Nc2ccccc2C(=O)NC2CC2)C1 (centres undefined)
  -7	10	-11	1	7	-5	1.5	9	5
> Cc1cc(N2CCCC(C(=O)Nc3cccc(Cl)c3)C2)n2ncnc2n1 (centres undefined)
  -3	-3	-4	3	9	-6	0.6	5	4
> C/C(=N/NC(=O)CNC(=O)c1cccnc1)c1ccc(Cl)cc1
  2	2	-7	1	-2	1	2.8	1	-4
> COc1ccccc1C(=O)Nc1nnc(SCC(=O)NCC2CCCO2)s1 (centres undefined)
  1	1	-6	2	-6	1	-0.8	-1	-1
> Cc1ccsc1C(=O)NCCc1ccco1
  -7	4	-7	0	-9	5	-0.8	7	0
> CCOc1ccc(N(CC(=O)Nc2nccs2)S(=O)(=O)c2c(C)[nH]c(=O)[nH]c2=O)cc1
  12	4	1	2	3	5	0.0	1	1
> Cc1ccc(-c2nnc(N3CCN(C(=O)COc4ccccc4)CC3)c3ccccc23)cc1
  12	-3	-11	2	8	-8	-0.7	-24	-4
> O=C(CS(=O)CC(=O)Nc1cnc2ccccc2c1)Nc1ccc(Cl)cc1 (centres undefined)
  -3	-1	3	1	1	-1	0.1	0	-2
> O=C(NC1CCCCC1)c1n[nH]c2c1CC(c1ccccc1)CC2 (centres undefined)
  17	-4	6	0	16	-4	0.1	-9	-5
> Cc1ccc(CSCC(=O)Nc2ccc3c(c2)OCO3)cc1
  -15	-6	3	-1	8	-8	-0.9	8	-4
> Cc1cc(C=O)c(C)c2c1[nH]c1ccccc12
  -20	5	-9	1	8	6	-8.9	9	-8
> O=[N+]([O-])c1cccnc1Oc1ccccc1F
  -7	1	-8	0	6	2	-0.5	6	-3
> CCOC(=O)c1c(NC(=O)COc2ncnc3ccccc23)sc(C)c1C
  -10	4	-5	0	4	-2	0.6	13	-2
> COc1ccc(C(=O)COC(=O)c2n[nH]c3ccccc23)c(OC)c1
  5	-7	3	6	5	-7	-0.8	-1	3
> CCOC(=O)c1c(C)c(C(=O)NCc2ccccn2)c(C)n1C
  -11	10	-2	1	-6	2	6.7	13	2
> CCOC(=O)CNC(=O)CN1C(=O)CC(c2ccco2)Sc2ccccc21 (centres undefined)
  6	0	0	3	7	0	-0.1	-1	-3
> Cc1cc2ncn(C3CC(O)C(CO)O3)c2cc1C (centres undefined)
  -5	0	4	0	14	0	4.3	0	1
> O/N=C1\CCCc2ccc3ccccc3c21
  -10	2	-7	-2	0	12	0.1	18	-10
> O=C(O)C1C(c2ccccc2)C(C(=O)Oc2ccccc2)C1c1ccccc1 (centres undefined)
  1	-4	2	0	5	-2	0.3	1	0
> COc1cc(-c2nnc(SC(C)C(=O)Nc3c(C)n(C)n(-c4ccccc4)c3=O)o2)cc(OC)c1OC (centres undefined)
  1	-2	6	1	-1	-8	-3.3	-2	-1
> COc1cc(C(=O)Nc2ccc3c(c2)ncn3C)cc(OC)c1OC
  -27	11	-6	1	21	4	-0.4	14	0
> COC(=O)C1=C(C)N(c2ccc(Cl)cc2)/C(=C/c2cccs2)C1=O
  -6	0	3	18	1	10	-1.0	6	1
> CC(C)CN1C(=O)NC(NS(=O)(=O)c2ccc(N)cc2)(C(F)(F)F)C1=O (centres undefined)
  -8	2	0	0	4	4	-2.4	10	-1
> O=C(O)c1cc2c(ccc3ccccc32)oc1=O
  -8	3	3	0	4	-1	·	11	-1
> O=[N+]([O-])c1ccc(N/N=C/c2cccc(O)c2O)c(S(=O)(=O)N2CCOCC2)c1
  -9	-4	1	12	2	-5	-0.8	6	4
> CCOc1cc(OCC)cc(C(=O)N2CCC[C@@H]2C(=O)N2CCC[C@@H]2C(=O)NCc2ccccc2Cl)c1
  ·	3	-4	8	9	-8	·	·	11
> CCNc1nc(NCC)n2c(SC(C(=O)Nc3cc(C)ccc3C)c3ccccc3)nnc2n1 (centres undefined)
  -2	13	-14	-2	8	-3	-1.4	4	0
> CC1CCCN(C(=O)CSc2nnc(-c3ccco3)n2C)C1 (centres undefined)
  12	-1	-2	0	5	2	0.0	0	0
> CC1CCCN(C(=O)C(=O)c2cn(CC(=O)N3CCCCCC3)c3ccccc23)C1 (centres undefined)
  -8	4	-8	1	-6	5	-0.6	9	-5
> O=C(CCNS(=O)(=O)c1ccccc1)N1CCN(C(c2ccccc2)c2ccccc2)CC1
  25	-7	5	0	6	3	·	-13	-7
> Cc1ccc(-c2ccc(CCC(=O)O)n2-c2ccc(O)cc2)cc1
  -6	11	-5	3	-8	-4	-0.5	4	1
> Clc1ccc(-c2nc(-c3cnccn3)no2)cc1
  -5	-5	-11	1	-17	3	-0.4	12	9
> COc1ccc(-n2c(Cc3cccn3C)nnc2SCC(=O)NC2CCCC2)cc1
  -8	0	6	0	2	1	-3.1	6	2
> Cc1ccc(-c2nn(CC(=O)NCCN3CCOCC3)c(=O)c3ccccc23)cc1
  0	5	-6	0	-8	0	-2.0	7	-4
> CC(C)(C)C(=O)Nc1nnc([C@H]2C[C@H](O)[C@@H](CO)O2)s1
  -13	8	-10	0	-7	1	·	10	1
> c1ccc(Cn2nnnc2C(c2ccncc2)N2CCOCC2)cc1 (centres undefined)
  -10	3	-4	7	8	-3	-1.7	2	-4
> CCOc1ccc(Oc2nc(N(CC)CC)nc(N3CCOCC3)n2)nn1
  -5	-2	-20	0	-2	9	0.6	6	3
> CNC(=O)COC(=O)c1ccc2c(c1)S(=O)(=O)c1ccccc1C2=O
  -8	-1	1	2	3	2	-0.4	12	-1
> CCOC(=O)N1CCC(Nc2c(N3CCN(c4cc(Cl)ccc4C)CC3)c(=O)c2=O)CC1
  -2	-11	8	5	2	-10	-1.7	-1	-2
> CCOc1ccccc1NC(=O)C1CCCN(C(=O)Nc2ccccc2)C1 (centres undefined)
  -2	1	1	1	5	2	-0.1	3	-9

Shown tab-delimited: entries from further up.
molecule	M1 antag	M4 PAM	CHRM4 antagonist	CHRM4 agonist	CHRM5 antagonist	M5 PAM	CRFR2-BP ag	CHRM1 PAM	M5 ag
O=C(CCn1cccc1)Nc1nccs1	-13	1	3	0	-2	1	1.1	10	-1
O=[N+]([O-])c1cccnc1Oc1ccccc1F	-7	1	-8	0	6	2	-0.5	6	-3
